GLP1R cytotox: cytotoxicity counter-screen for GLP-1 receptor inverse agonists | HEK293 cAMP-luciferase reporter cells, luminescence, 24 h | Potency, µM (titrated, usually from 38.3 µM), without a hit: top-dose activity change, negative = inhibition, hits mostly inhibitors | 0.13% of 410,000 active | AID 624418;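 further: loss of luciferase light is scored as toxicity; potency means the concentration at half of the fitted maximal effect; on the % scale 0 is the no-effect control and ±100 the full control effect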
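MLSMR compounds, 24 hr on cells at 37 deg C/5% CO2; luminescence after luciferase reagent (12 min RT). Inhibition counted as the undesired cytotoxic outcome.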
WRN helicase inh: blocks human WRN helicase; Q14191; Potency, µM (highest dose often 114 µM), inactives show at the highest dose activity change, negative = inhibition, hits mostly inhibitors; WRN helicase unwinding, fluorescent forked duplex, kinetic; AID 651768; 0.46% of 360,000 active; further: potency means the concentration at half of the fitted maximal effect; on the % scale 0 is the no-effect control and ±100 the full control effect; nearly all actives have a fitted effect of over 55% in size
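Primary qHTS, 1536-well format. 20 nM WRN + compound, 15 min RT; start with 100 nM forked fluorophore/quencher duplex, 2 mM ATP (final); kinetic read ex 525/em 598 nm.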
GLP1R inv ag: GLP-1 receptor (human) inverse agonism; P43220; HEK293 GLP-1R CRE-luciferase, luminescence, 24 h; GLP-1R form is constitutively active; Potency, µM (doses to about 38.3 µM), inactives show at the highest dose activity change, negative = inhibition, actives largely listed as inhibitors; 1.6% of 410,000 active; AID 624417; further: potency means the concentration at half of the fitted maximal effect; on the % scale 0 is the no-effect control and ±100 the full control effect; nearly all actives have a fitted effect of over 55% in size
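Seeding at 200 cells/uL, 12 h culture, 24 hr compound treatment, then luciferase reagent and a luminescence read; cells are HEK293 stably expressing a constitutively active GLP-1R plus cAMP-responsive luciferase.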
D3 antag: blocks the human D3 dopamine receptor; P35462; D3R cells, DiscoveRx beta-arrestin luminescence, antagonist mode; stronger effect = lower value; max response, negative = inhibition, %; 2.5% of 360,000 active; AID 652054; in the data active means max response below about -50%; inconclusive means no clear call, values can overlap the other calls; further: on the % scale 0 is the no-effect control and ±100 the full control effect; mostly tested at two doses, the higher about 12 µM
Target sequence (P35462 whole entry, looked up): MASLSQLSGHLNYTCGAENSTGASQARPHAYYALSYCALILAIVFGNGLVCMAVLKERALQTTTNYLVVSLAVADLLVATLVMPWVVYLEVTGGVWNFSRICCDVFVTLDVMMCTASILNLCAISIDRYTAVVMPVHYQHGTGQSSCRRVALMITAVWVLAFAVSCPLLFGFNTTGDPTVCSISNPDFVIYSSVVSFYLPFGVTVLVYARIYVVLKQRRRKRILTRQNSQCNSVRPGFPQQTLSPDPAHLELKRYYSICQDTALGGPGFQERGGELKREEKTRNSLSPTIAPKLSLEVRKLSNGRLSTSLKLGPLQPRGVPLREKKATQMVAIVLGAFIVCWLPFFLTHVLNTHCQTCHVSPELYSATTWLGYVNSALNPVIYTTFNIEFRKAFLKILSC
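Cells plated overnight at 1500 cells/well, then exposed to library compounds with dopamine controls for 90 minutes at 37 degrees C. DiscoveRx reagent added for 30–60 minutes at room temperature; luminescence read, quantitative HTS format.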
DRD3 agonist: D3 dopamine receptor (human) agonism. P35462. D3R DiscoveRx beta-arrestin cells, luminescence, 90 min. 0.58% of 410,000 active. max activation, %; in the data active means max activation above about 30%; further: 0% is about no effect; mostly tested at two doses, the higher about 12 µM
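Agonist-mode cell screen: cells plated at 1500/well and incubated overnight at 37 °C, then exposed to library compounds for 90 min at 37 °C. Detection reagent was added for 30–60 min at room temperature, and luminescence was read.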
PI5P4K alpha inh: PI5P4K alpha (human) kinase inhibition. P48426. PI5P4Kalpha enzyme, ADP-Glo luminescence, 60 min; stronger effect = lower value. max response, %. 1.2% of 330,000 active; active means max response of -50% or lower; inconclusive means between -30% and -50%; inactive means -30% or higher; further: value at the top dose of about 77 µM; on the % scale 0 is the no-effect control and ±100 the full control effect
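ADP-Glo luminescence end-point read after a 60 min room-temperature kinase reaction of PI5P4Kalpha plus substrate, initiated with ATP at 5 microM final. Buffer: 0.038 M HEPES pH 7.4, EGTA, 0.1% CHAPS, 5% DMSO.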
IL2 activator: activates IL-2 in a cell-based reporter assay; IL-2 activation reporter assay, cell-based qHTS; stimulated with anti-CD3/CD4/CD28 beads; in transgenic mouse T cells; activation, % (series mostly up to about 46 µM); 0.065% of 360,000 active; AID 652025; in the data active means activation above about 50%; inconclusive means mostly about 30% to 49%; further: 0% is about no effect
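Unstimulated transgenic mouse T cells preincubated 60 min with compound, then stimulated with anti-CD3/anti-CD4-coated beads plus anti-CD28 for 18 h at 37 degrees C. IL-2 response read as EGFP and DsRed fluorescence by plate cytometry.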
GLP-1R agonist: agonists of human GLP-1 receptor. HEK293 GLP-1R CRE-luciferase, luminescence, 4-6 h; cells express a hypersensitive GLP-1R form. Potency, µM (top dose mostly 45.6 µM), inactives show top-dose activation, usual class: activators. 0.007% of 380,000 active; further: potency means the concentration at half of the fitted maximal effect; % of control where 0% means no effect
PLK1 PBD block: inhibitors of human PLK1 polo-box domain binding | P53350 | Plk1 PBD binding of FITC phosphopeptide, fluorescence polarization | Potency, µM, for the others: max response, negative = inhibition, hits mostly inhibitors | 2.8% of 360,000 active | AID 720504; further: potency means the concentration at half of the fitted maximal effect; series mostly up to about 57 µM; on the % scale 0 is the no-effect control and ±100 the full control effect; nearly all actives have a fitted effect of over 65% in size
Target sequence (P53350 whole entry, looked up, the tested form may be a part): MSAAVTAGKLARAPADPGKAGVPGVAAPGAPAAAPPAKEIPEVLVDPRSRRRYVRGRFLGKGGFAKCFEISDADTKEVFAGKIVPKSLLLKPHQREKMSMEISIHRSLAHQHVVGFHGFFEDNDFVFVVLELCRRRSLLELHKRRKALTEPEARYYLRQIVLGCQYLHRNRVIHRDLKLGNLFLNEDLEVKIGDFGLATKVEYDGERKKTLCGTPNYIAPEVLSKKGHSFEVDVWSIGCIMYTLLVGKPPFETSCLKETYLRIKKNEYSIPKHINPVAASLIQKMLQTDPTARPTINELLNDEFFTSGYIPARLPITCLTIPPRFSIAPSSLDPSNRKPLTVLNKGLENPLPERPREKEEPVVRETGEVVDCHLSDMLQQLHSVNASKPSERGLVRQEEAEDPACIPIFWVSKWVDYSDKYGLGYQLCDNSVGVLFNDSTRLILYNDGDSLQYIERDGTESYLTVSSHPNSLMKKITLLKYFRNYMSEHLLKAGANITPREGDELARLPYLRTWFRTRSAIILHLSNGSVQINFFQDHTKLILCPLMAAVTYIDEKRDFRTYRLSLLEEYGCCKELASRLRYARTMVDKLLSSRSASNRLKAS
Starred values were filed as active, the others as inactive; [ ] = another dose, or the depositor's remark. Unless noted, the call rests on the fitted dose curve; in most records, active means well fitted curve in the direction sought with a large enough effect; inconclusive means small, poorly fitted or top-dose-only effect, or another doubt; inactive means no such curve, though single readings can be large; an effect the other way counts as inactive or inconclusive. The order is random; about 7.8% have a hit in one of these screens.

Screening CC(C)C(=O)N1CCCC1(C)C(=O)N(C)Cc1cccc2ccccc12 (stereo not drawn) returned GLP1R cytotox 0%, WRN helicase inh 8%[57.1 µM], GLP1R inv ag 23%, D3 antag 9, DRD3 agonist 3, PI5P4K alpha inh -5, IL2 activator -0.5, GLP-1R agonist 1% and PLK1 PBD block -6%.
`O=C(CN1C(=O)c2cccc3cccc1c23)N1CCN(c2ccc(F)cc2)CC1` gave GLP1R cytotox 58%[activator], WRN helicase inh 4%, GLP1R inv ag -22%, D3 antag -11, DRD3 agonist 2, PI5P4K alpha inh 3, IL2 activator -1.4, GLP-1R agonist -3% and PLK1 PBD block -5%.
`O=[N+]([O-])c1nn(-c2ccc3c(c2)OCCO3)n(O)c1=NCCCO` gave GLP1R cytotox -39%, WRN helicase inh 6%, GLP1R inv ag 7%, D3 antag -5, DRD3 agonist -8, PI5P4K alpha inh 3, IL2 activator -2.9, GLP-1R agonist -6% and PLK1 PBD block -8%.
Screening CCc1nnc(NC(=O)C2CCCN2C(=O)NC2CCCCC2)s1 (stereo not drawn) returned GLP1R cytotox -15%, WRN helicase inh 6%, GLP1R inv ag 4%, D3 antag -9, DRD3 agonist -1, PI5P4K alpha inh -2, IL2 activator 5.7, GLP-1R agonist 1% and PLK1 PBD block -9%.
For CCn1nc(C(=O)NC2=NCCS2)c2ccccc2c1=O the results were GLP1R cytotox -7%, WRN helicase inh 1%, GLP1R inv ag 3%, D3 antag inconclusive, DRD3 agonist -1, PI5P4K alpha inh -1, IL2 activator -0.1, GLP-1R agonist 6% and PLK1 PBD block -13%.
Screening COc1cc(C2C(S(=O)(=O)c3ccccc3)CON2C)ccc1OCc1ccc(F)cc1 (stereo not drawn) returned GLP1R cytotox 6%, WRN helicase inh -11%, GLP1R inv ag 11%, D3 antag 12, DRD3 agonist 3, PI5P4K alpha inh 1, IL2 activator -0.7, GLP-1R agonist 8% and PLK1 PBD block -3%.
Screening CCOC(=O)Cc1csc(NC(=S)NC(=O)c2ccc(F)cc2)n1 returned GLP1R cytotox inconclusive, WRN helicase inh -23%, GLP1R inv ag 0%, D3 antag 6, DRD3 agonist 7, PI5P4K alpha inh -4, IL2 activator -6.4, GLP-1R agonist -14% and PLK1 PBD block -9%.
For Cc1ccc(CNC(=O)CCOc2ccc(C(C)(C)C)cc2)cc1 the results were GLP1R cytotox 6%, WRN helicase inh 1%, GLP1R inv ag 0%, D3 antag 6, DRD3 agonist 1, PI5P4K alpha inh 1, IL2 activator -2.5, GLP-1R agonist 5% and PLK1 PBD block -3%.
CCOCCc1c(O)nc(SCC(=O)N2CCOCC2)[nH]c1=O was read as GLP1R cytotox 9%, WRN helicase inh -11%, GLP1R inv ag -11%, D3 antag -11, DRD3 agonist -1, PI5P4K alpha inh -13, IL2 activator 0.2, GLP-1R agonist 0% and PLK1 PBD block -10%.
CC1CCCC(N2CCN(C(=O)c3ccc(F)cc3)CC2)C1 (stereo not drawn) was read as GLP1R cytotox 6%, WRN helicase inh 5%, GLP1R inv ag -22%, D3 antag -23, DRD3 agonist -3, PI5P4K alpha inh 9, IL2 activator 0.1, GLP-1R agonist -2% and PLK1 PBD block -6%.
COC(=O)c1ccc(NS(=O)(=O)c2ccc(SC)cc2)cc1 was read as GLP1R cytotox -5%, WRN helicase inh -9%, GLP1R inv ag 78%[activator], D3 antag 7, DRD3 agonist -9, IL2 activator 0.5, GLP-1R agonist 6% and PLK1 PBD block -1%.
O=c1[nH]c2ccc(NCc3ccccc3OCc3ccc(Cl)cc3)cc2[nH]1 was read as GLP1R cytotox -10%, WRN helicase inh -3%, GLP1R inv ag 47%[activator], D3 antag 6, DRD3 agonist 0, PI5P4K alpha inh 0, IL2 activator 0.6, GLP-1R agonist 15% and PLK1 PBD block 1%.

Continued, starting with the last 3 of the part before.
CC1CCCC(N2CCN(C(=O)c3ccc(F)cc3)CC2)C1 (stereo not drawn) was read as GLP1R cytotox 6%, WRN helicase inh 5%, GLP1R inv ag -22%, D3 antag -23, DRD3 agonist -3, PI5P4K alpha inh 9, IL2 activator 0.1, GLP-1R agonist -2% and PLK1 PBD block -6%.
COC(=O)c1ccc(NS(=O)(=O)c2ccc(SC)cc2)cc1 was read as GLP1R cytotox -5%, WRN helicase inh -9%, GLP1R inv ag 78%[activator], D3 antag 7, DRD3 agonist -9, IL2 activator 0.5, GLP-1R agonist 6% and PLK1 PBD block -1%.
O=c1[nH]c2ccc(NCc3ccccc3OCc3ccc(Cl)cc3)cc2[nH]1 was read as GLP1R cytotox -10%, WRN helicase inh -3%, GLP1R inv ag 47%[activator], D3 antag 6, DRD3 agonist 0, PI5P4K alpha inh 0, IL2 activator 0.6, GLP-1R agonist 15% and PLK1 PBD block 1%.
Screening CCc1ccc2[nH]c(C(=O)N(C)c3ccc(F)cc3F)cc2c1 returned GLP1R cytotox -2%, WRN helicase inh -2%, GLP1R inv ag -22%, D3 antag -1, DRD3 agonist 11, PI5P4K alpha inh 16, IL2 activator 1.8, GLP-1R agonist 9% and PLK1 PBD block -14%.
Screening COCCN(C(=O)CCC(=O)Nc1nccs1)C(C(=O)NCCC(C)C)c1ccc(F)cc1 (stereo not drawn) returned GLP1R cytotox 6%, WRN helicase inh 5%, GLP1R inv ag 1%, D3 antag -7, DRD3 agonist -4, PI5P4K alpha inh -3, IL2 activator -1.1, GLP-1R agonist 1% and PLK1 PBD block -9%.
CCCN(CCC)CCCNc1ccc2nnc(-c3ccc(F)cc3)n2n1 was read as GLP1R cytotox -14%, WRN helicase inh -5%, GLP1R inv ag -21%, D3 antag 5, DRD3 agonist -6, PI5P4K alpha inh 6, IL2 activator -0.4, GLP-1R agonist -1% and PLK1 PBD block 3%.
`CNc1nc2c(Cl)cc(Cl)cc2s1` gave GLP1R cytotox -15%, WRN helicase inh 11%, GLP1R inv ag 52%[activator], D3 antag -3, DRD3 agonist -13, PI5P4K alpha inh 3, IL2 activator 1.8, GLP-1R agonist 22% and PLK1 PBD block 5%.
COc1ccc(N(C(=O)c2snc(C(N)=O)c2N)C(C(=O)NCc2ccccc2)c2ccc(F)cc2)c(OC)c1 (stereo not drawn) was read as GLP1R cytotox 1%, WRN helicase inh -10%, GLP1R inv ag inconclusive, D3 antag 6, DRD3 agonist 14, PI5P4K alpha inh 0, IL2 activator -1.3, GLP-1R agonist 7% and PLK1 PBD block 1%.
Screening CCOc1ccc(NC(=O)C2CC(=O)N(CCc3ccc(OC)c(OC)c3)C2)cc1OCC (stereo not drawn) returned GLP1R cytotox -2%, WRN helicase inh 4%, GLP1R inv ag 0%, D3 antag -14, DRD3 agonist -4, PI5P4K alpha inh -4, IL2 activator 0.1, GLP-1R agonist 1% and PLK1 PBD block -9%.
CC(=O)N1CCN(Cc2nc3cc(NC(=O)c4cccc(Br)c4)ccc3n2C)CC1 was read as GLP1R cytotox inconclusive, WRN helicase inh -10%, GLP1R inv ag 32%[activator], D3 antag -11, DRD3 agonist -7, PI5P4K alpha inh 1, IL2 activator -6.1, GLP-1R agonist 11% and PLK1 PBD block -4%.
O=C1CCCCC1c1cccc2ccccc12 (stereo not drawn) was read as GLP1R cytotox 2%, WRN helicase inh 3%, GLP1R inv ag -10%, D3 antag 0, DRD3 agonist -1, PI5P4K alpha inh -6, IL2 activator -3.1, GLP-1R agonist 3% and PLK1 PBD block -13%.
For COCCCN(C)C1CCN(C(=O)Nc2ccc(F)cc2)CC1 the results were GLP1R cytotox 4%, WRN helicase inh 10%, GLP1R inv ag 10%, D3 antag -20, DRD3 agonist -6, PI5P4K alpha inh 0, IL2 activator -1.6, GLP-1R agonist -1% and PLK1 PBD block 0%.
CC(C)c1c(C(=O)N/N=C/c2cccc(OCc3ccccc3)c2)nnn1-c1nonc1N was read as GLP1R cytotox -13%, WRN helicase inh -9%, GLP1R inv ag inconclusive, D3 antag 45, DRD3 agonist 40*, PI5P4K alpha inh 2, IL2 activator -2.6, GLP-1R agonist -4% and PLK1 PBD block -15%.
`COc1cc(-c2cccc([C@H]3[C@@H]4C=CC[C@@H](C)[C@@H]4C(=O)N3Cc3ccccc3)c2)cc(OC)c1OC` gave GLP1R cytotox -3%, WRN helicase inh -6%, GLP1R inv ag inconclusive, D3 antag -19, DRD3 agonist -53, PI5P4K alpha inh 1, IL2 activator 0.6, GLP-1R agonist 9% and PLK1 PBD block -6%.
`O=C(/C=C/c1cccc2ccccc12)NCCC1=CCCCC1` gave GLP1R cytotox -1%, WRN helicase inh -14%, GLP1R inv ag 0%, D3 antag -7, DRD3 agonist -8, PI5P4K alpha inh -10, IL2 activator -1.8, GLP-1R agonist -1% and PLK1 PBD block -11%.
`COc1cccc(NC(=O)C2C3C=CC4(O3)C2C(=O)N(CCN2CCCCC2)C4C(=O)NC2CCCCC2C)c1` (stereo not drawn) gave GLP1R cytotox 0%, WRN helicase inh 1%, GLP1R inv ag inconclusive, D3 antag -19, DRD3 agonist -4, PI5P4K alpha inh 2, IL2 activator -0.9, GLP-1R agonist 1% and PLK1 PBD block -14%.
Screening COCCn1c(=O)[nH]c2cc(C(=O)NCc3cccnc3)ccc2c1=O returned GLP1R cytotox -12%, WRN helicase inh 1%, GLP1R inv ag 20%, D3 antag -9, DRD3 agonist 0, IL2 activator -3.0, GLP-1R agonist -11% and PLK1 PBD block -3%.
For Cc1cnn(-c2cc(N/N=C/c3cccc(F)c3)ncn2)c1 the results were GLP1R cytotox 5%[1.53 µM], WRN helicase inh -28%[57.1 µM], GLP1R inv ag 13%, D3 antag 2, DRD3 agonist 6, PI5P4K alpha inh -9, IL2 activator -0.2, GLP-1R agonist -6% and PLK1 PBD block -1%.
For CCc1ccccc1OCCCCCNCCO the results were GLP1R cytotox -6%, WRN helicase inh 5%, GLP1R inv ag -2%, D3 antag -13, DRD3 agonist -23, IL2 activator -2.0, GLP-1R agonist -5% and PLK1 PBD block -1%.

Compound activity as filed in PubChem BioAssay.
